# WRN helicase inh: blocks human WRN helicase. Potency, µM (top dose mostly 114 µM), for the others: at the top dose activity change, negative = inhibition, actives largely listed as inhibitors. Q14191. AID 651768. WRN helicase unwinding, fluorescent forked duplex, kinetic. actives 0.46% (n = 360,000); note: potency is the fitted concentration of half-maximal effect; % is set by controls: 0 for no effect and ±100 for the full control effect; nearly all actives have a fitted effect of over 55% in size
#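 Primary qHTS, 1536-well format. 20 nM WRN + compound, 15 min RT; start with 100 nM forked fluorophore/quencher duplex, 2 mM ATP (final); kinetic read ex 525/em 598 nm.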
# EPAC1 antagonist: antagonists of human EPAC1. O95398. actives 0.14% (n = 360,000). EPAC1 GEF assay, Rap1b-BODIPY-GDP exchange fluorescence. Potency, µM (series often up to 115 µM), without a hit: at the highest dose activity change, negative = inhibition, most hits filed as inhibitors;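 note: potency is the fitted concentration of half-maximal effect; plate controls were vehicle for no effect and positive control for full effect; nearly all actives have a fitted effect of over 50% in size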
# CCT chaperon mod: changes cytosolic chaperonin activity. purified chaperonin ATPase assay, HTRF ADP detection, 30 min. activity change, % (no concentration beside the values), hits read low. actives 0.3% (n = 360,000); in the data active = activity change below about -30%; note: % is set by controls: 0 for no effect and ±100 for the full control effect
#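 Nucleotide hydrolysis assay: TRiC at 20–40 nM final (set by batch activity) with 10 uM ATP, 30 min at 37 °C, in presence of 76 uM compound. Detection by competitive ADP HTRF, 30 min ambient.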
# PI5P4Ka inh: blocks human PI5P4K alpha kinase activity; P48426; AID 652105; actives 1.2% (n = 330,000); max response, %; PI5P4Kalpha enzyme, ADP-Glo luminescence, 60 min; hits give low values; active = max response of -50% or lower; inconclusive = between -30% and -50%; inactive = -30% or higher; note: value at the top dose of about 77 µM; % is set by controls: 0 for no effect and ±100 for the full control effect
# Target sequence (P48426 whole entry, looked up): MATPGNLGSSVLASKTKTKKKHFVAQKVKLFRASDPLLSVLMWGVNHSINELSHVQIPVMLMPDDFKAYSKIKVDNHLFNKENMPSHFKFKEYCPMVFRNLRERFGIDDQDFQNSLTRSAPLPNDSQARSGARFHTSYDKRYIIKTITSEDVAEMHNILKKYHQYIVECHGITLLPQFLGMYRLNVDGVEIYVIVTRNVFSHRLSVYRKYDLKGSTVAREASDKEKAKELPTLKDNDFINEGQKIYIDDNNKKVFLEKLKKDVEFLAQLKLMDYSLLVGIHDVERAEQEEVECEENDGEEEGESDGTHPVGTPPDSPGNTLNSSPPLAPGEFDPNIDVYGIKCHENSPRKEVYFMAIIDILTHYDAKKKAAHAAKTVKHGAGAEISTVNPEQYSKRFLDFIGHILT
#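 ADP-Glo luminescence end-point read after a 60 min room-temperature kinase reaction of PI5P4Kalpha plus substrate, initiated with ATP at 5 microM final. Buffer: 0.038 M HEPES pH 7.4, EGTA, 0.1% CHAPS, 5% DMSO.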
# EPAC1 ag: activates human EPAC1 exchange factor; Potency, µM (top dose mostly 154 µM), for inactives: top-dose activation, hits mostly activators; EPAC1 agonist qHTS, biochemical assay; response scale: 100% = response to 6.5 mM cAMP; actives 0.073% (n = 360,000); O95398; note: potency is the fitted concentration of half-maximal effect; nearly all actives have a fitted effect of over 60% in size
#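 Multi-concentration qHTS readout: loss of Rap1B-bound BODIPY-GDP fluorescence driven by 100 nM EPAC1 with excess GDP (50 uM), monitored kinetically at room temperature; agonist response expressed relative to 6.5 mM cAMP.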
# EPAC2 ag: activates human EPAC2 exchange factor. Q8WZA2. EPAC2 activation, biochemical qHTS; response scale: 100% = 6.5 mM cAMP response. Potency, µM (doses to about 154 µM), for the others: at the highest dose activation, most hits filed as activators. actives 0.079% (n = 360,000). AID 720711; note: potency is the fitted concentration of half-maximal effect; nearly all actives have a fitted effect of over 50% in size
#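 Compounds were added across a concentration range to EPAC2 (100 nM), RAP1B-BODIPY-GDP (250 nM) and GDP (50 uM). After 5 min at room temperature, fluorescence was recorded at 5-min intervals for 30 min.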
# IL2 activator: activates IL-2 in a cell-based reporter assay. AID 652025. IL-2 activation reporter assay, cell-based qHTS; stimulated with anti-CD3/CD4/CD28 beads; in transgenic mouse T cells. actives 0.065% (n = 360,000). activation, % (series mostly up to about 46 µM); in the data active = activation above about 50%; inconclusive = mostly about 30% to 49%; note: 0% is about no effect
#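 Using fluorescent plate cytometry, EGFP and DsRed are detected in transgenic mouse T cells stimulated 18 h at 37 degrees C with antibody-coated beads after 60 min compound pretreatment.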
# PLK1 PBD block: PLK1 (human) polo-box domain binding inhibition | Plk1 PBD binding of FITC phosphopeptide, fluorescence polarization | Potency, µM, for inactives: max response, negative = inhibition, most hits filed as inhibitors | actives 2.8% (n = 360,000) | AID 720504; note: potency is the fitted concentration of half-maximal effect; series mostly up to about 57 µM; % is set by controls: 0 for no effect and ±100 for the full control effect; nearly all actives have a fitted effect of over 65% in size
# Target sequence (P53350 whole entry, looked up, the tested form may be a part): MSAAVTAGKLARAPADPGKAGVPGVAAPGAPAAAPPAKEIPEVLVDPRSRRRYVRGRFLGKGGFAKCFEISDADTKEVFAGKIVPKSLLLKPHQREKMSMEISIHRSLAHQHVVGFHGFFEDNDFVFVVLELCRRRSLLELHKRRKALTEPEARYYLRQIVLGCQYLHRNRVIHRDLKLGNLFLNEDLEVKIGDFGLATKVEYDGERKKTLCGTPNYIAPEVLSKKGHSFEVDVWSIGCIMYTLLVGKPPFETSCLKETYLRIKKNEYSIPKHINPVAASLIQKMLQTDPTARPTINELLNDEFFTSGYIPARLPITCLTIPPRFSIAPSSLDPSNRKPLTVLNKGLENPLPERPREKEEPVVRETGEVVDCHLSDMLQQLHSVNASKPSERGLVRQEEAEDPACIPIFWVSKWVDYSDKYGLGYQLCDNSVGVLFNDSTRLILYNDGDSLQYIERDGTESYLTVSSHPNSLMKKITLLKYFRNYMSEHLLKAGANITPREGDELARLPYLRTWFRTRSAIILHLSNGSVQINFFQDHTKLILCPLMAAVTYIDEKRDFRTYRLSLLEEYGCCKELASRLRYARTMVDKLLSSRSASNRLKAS
# Active calls of the source: *; ? = inconclusive; · = no result given; [ ] = remark or other dose. Unless noted, calls come from the whole dose curve; as a rule, active = well fitted curve in the direction sought with a large enough effect; inconclusive = small, poorly fitted or top-dose-only effect, or another doubt; inactive = no such curve, though single readings can be large; an effect the other way counts as inactive or inconclusive.
(1) CC(=O)c1cnc2cc(C)nn2c1C
(2) C#CC(CC)(CC)NC(=O)c1c(C)noc1C
(3) N#C/C(=C\c1cc([N+](=O)[O-])c(N2CCCCC2)cc1N1CCCCC1)c1nn(-c2ccccc2)c(N)c1C#N
(4) CCc1nc2ccc(C(=O)Nc3cccc(NS(C)(=O)=O)c3)cn2c1N(C)CCN1CCOCC1
(5) CN(CC(=O)NCCN1CCN(c2ccccc2)CC1)S(=O)(=O)c1ccc2c(c1)CCC(=O)N2
Screen / compound no.,1,2,3,4,5
WRN helicase inh,-9.2%,5.1%,3.0%,-6.0%,-1.8%
EPAC1 antagonist,-5.4%,6.9%,4.8%,-2.6%,-5.4%
CCT chaperon mod,-1.8,-2.0,-12.1,-0.3,-1.2
PI5P4Ka inh,-2.1,·,4.1,-2.5,-11.3
EPAC1 ag,2.5%,-2.7%,4.2%,1.2%,-16.3%
EPAC2 ag,13.3%,7.8%,3.9%,3.8%,0.0%
IL2 activator,0.0,0.3,1.3,-0.4,-3.0
PLK1 PBD block,-9.3%,-14.1%,-10.8%,-4.6%,-2.7%

(6) O=C(NCC(=O)N1CCOCC1)OCc1ccccc1
(7) COC(=O)C1CCN(Cc2cn(-c3ccccc3)nc2-c2ccc3c(c2)OCO3)CC1
(8) COc1ccccc1CCCNC(=O)C1CCC(=O)N(CCc2cccc(F)c2)C1 (centres undefined)
(9) COc1cc(NC(=S)N(C)C)c(OC)cc1Cl
(10) CC(C)NC(=O)N(C)C[C@H]1Oc2c(NS(=O)(=O)c3cn(C)cn3)cccc2C(=O)N([C@H](C)CO)C[C@@H]1C
Screen / compound no.,6,7,8,9,10
WRN helicase inh,-6.2%,1.8%,-3.5%,-4.5%,-1.4%
EPAC1 antagonist,-1.2%,12.0%,1.6%,6.7%,-0.2%
CCT chaperon mod,2.0,-9.1,-4.1,1.0,0.4
PI5P4Ka inh,7.9,-0.2,3.6,0.1,0.2
EPAC1 ag,-9.7%,8.7%,-11.4%,-0.6%,-14.9%
EPAC2 ag,-2.0%,16.0%,-3.3%,-2.2%,-1.6%
IL2 activator,-0.5,1.9,-4.1,-0.7,-0.3
PLK1 PBD block,7.7%,6.6%,0.5%,-6.1%,-3.5%

(11) Cc1ccccc1NS(=O)(=O)c1ccc(C(=O)NCC(c2ccco2)N(C)C)cc1 (centres undefined)
(12) Cn1c(SCC(=O)N2CCN(S(=O)(=O)c3ccccc3)CC2)nc2ccccc21
(13) COCCCNC(=O)c1ccc(N2CCCC2)c(NS(=O)(=O)c2ccc(C)cc2)c1
(14) Cc1cccc(C(=O)C(O)(c2ccccc2)C2CCCCC2=O)c1 (centres undefined)
(15) Cc1nc(-c2ccccc2)sc1-c1ccn[nH]1
Screen / compound no.,11,12,13,14,15
WRN helicase inh,3.9%,-8.8%,-4.5%,0.4%,3.4%
EPAC1 antagonist,-5.7%,-1.3%,-9.4%,-13.1%,1.7%
CCT chaperon mod,-2.6,-0.9,-0.9,2.9,-0.7
PI5P4Ka inh,2.9,·,·,0.7,-0.6
EPAC1 ag,-5.9%,6.6%,6.2%,-12.9%,-2.0%
EPAC2 ag,6.8%,-4.6%,-2.9%,8.7%,16.3%
IL2 activator,-0.2,-1.6,-2.5,-1.9,1.1
PLK1 PBD block,-8.7%,-4.5%,-7.3%,2.4%,-17.7%

(16) CN(C(=O)CSc1nnc(-c2ccccc2F)o1)c1ccccc1
(17) Cc1ccc(NC(=O)c2ccc(NCc3ccco3)c([N+](=O)[O-])c2)cc1Cl
(18) COc1ccc(CNc2ncccc2[N+](=O)[O-])cc1
(19) O=C(O)C12CC3CC(C1)CC(n1ncc(NCc4ccccc4)c(Cl)c1=O)(C3)C2
(20) COC(=O)N1C2CCCCC2=NN(c2ccccc2)N1C(=O)OC (centres undefined)
Screen / compound no.,16,17,18,19,20
WRN helicase inh,-32.5%,0.7%,9.4%,-2.3%,11.4%
EPAC1 antagonist,-2.5%,-6.4%,-14.7%,1.4%,-8.3%
CCT chaperon mod,1.9,1.1,-1.9,0.2,-1.7
PI5P4Ka inh,1.0,2.4,-4.3,1.5,-1.5
EPAC1 ag,1.4%,-20.1%,13.3%,2.5%,7.2%
EPAC2 ag,-7.1%,-18.0%,0.0%,0.9%,5.1%
IL2 activator,-0.4,9.5,2.2,0.0,-0.3
PLK1 PBD block,-13.6%,26.4%,-6.6%,5.1%,-15.5%

(21) CCC(=O)N1CCN(c2ccc(NC(=O)COc3ccc(C)cc3C)cc2)CC1
(22) CCCCN(C)C(=O)c1sc(=O)n(Cc2cc(Cl)ccc2OC)c1C
(23) Nc1c(C(=O)Nc2ccccc2F)sc2nc(-c3cccnc3)ccc12
(24) COCCn1nnnc1C(c1ccccn1)N1CCN(c2cc(Cl)ccc2C)CC1 (centres undefined)
(25) Cc1ccc(C(=O)Nc2nnc(C)s2)o1
Screen / compound no.,21,22,23,24,25
WRN helicase inh,4.8%[57.1 µM],7.8%[57.1 µM],-5.5%,-1.5%,-6.7%
EPAC1 antagonist,-2.4%,-9.7%,-14.0%,3.1%,5.6%
CCT chaperon mod,0.7,1.1,-1.4,-2.2,-0.2
PI5P4Ka inh,6.9,3.6,-2.5,0.1,·
EPAC1 ag,4.2%,0.9%,3.7%,0.0%,3.5%
EPAC2 ag,1.8%,5.7%,2.0%,-1.8%,5.6%
IL2 activator,-0.2,6.6,1.0,-2.4,-0.4
PLK1 PBD block,-10.1%,-11.0%,-3.5%,-2.1%,0.5%

(26) O=C(Nc1ccccc1OC(F)F)c1ccc(N2CCCC2=O)cc1
(27) COc1ccc2c(C(=O)NCCCCO)c(-c3ccc(S(C)(=O)=O)cc3)sc2c1
(28) Cc1nn(Cc2noc(C(=O)NCC3CCCO3)n2)c(C)c1Br (centres undefined)
(29) Cc1sc(N/N=C/C=C/c2ccccc2)nc1-c1ccccc1
(30) Cc1ccc(OCC(=O)Nc2ccc(F)cc2)c([N+](=O)[O-])n1
Screen / compound no.,26,27,28,29,30
WRN helicase inh,-3.2%,2.3%,2.9%[57.1 µM],-3.9%,3.9%
EPAC1 antagonist,-8.7%,-2.3%,1.2%,-10.4%,-17.1%
CCT chaperon mod,-1.1,-2.3,0.5,1.1,0.1
PI5P4Ka inh,1.7,2.0,3.4,-1.6,-2.8
EPAC1 ag,-2.5%,5.0%,-4.5%,7.6%,3.4%
EPAC2 ag,-2.8%,9.7%,-1.8%,11.4%,6.2%
IL2 activator,-0.5,0.9,-2.3,-0.9,1.5
PLK1 PBD block,-15.8%,-29.7%,-0.4%,-5.3%,1.4%

(31) CC(C)N1CCC(N2CCN(Cc3cc4c(cc3Cl)OCO4)CC2CCO)CC1 (centres undefined)
(32) c1ccc2c(c1)oc1c(N3CCN(Cc4ccc5c(c4)OCO5)CC3)ncnc12
(33) O=c1c2ccccc2sn1-c1cc(S(=O)(=O)N2CCOCC2)ccc1N1CCOCC1
(34) CN(/N=C/c1cc(Cl)ccc1O)C1=NS(=O)(=O)c2ccccc21
(35) C/C(CC(=O)Nc1ccccc1[N+](=O)[O-])=N\NC(=O)COc1ccccc1C
Screen / compound no.,31,32,33,34,35
WRN helicase inh,-0.3%,-28.8%,?,-6.7%,1.1%
EPAC1 antagonist,-8.5%,-1.6%,-2.8%,-2.8%,-0.2%
CCT chaperon mod,1.0,1.1,-7.0,0.0,1.3
PI5P4Ka inh,6.7,8.3,·,0.4,·
EPAC1 ag,-2.1%,12.0%,-4.5%,-2.9%,3.7%
EPAC2 ag,2.0%,9.9%,3.5%,18.8%,9.0%
IL2 activator,0.6,1.9,-2.6,-3.9,0.8
PLK1 PBD block,-4.1%,-0.7%,0.844µM*,-3.7%,3.4%

(36) Clc1cccc(CN2CCCCCCC2)c1Cl
(37) CCOC(=O)/C(C#N)=C(\N)C(C)C(=O)Nc1ccccn1 (centres undefined)
(38) CCc1ccccc1N(CC(=O)OC)S(C)(=O)=O
(39) COc1ccc2[nH]c3c(c2c1)CCN1C(=O)C(CC(=O)NCc2ccco2)C[C@H](C(=O)N2CCOCC2)[C@@]31CCC1CCCC1 (some centres undefined)
(40) O=C(c1ccco1)N1CCN(C(=S)Nc2ccc(Br)cc2Cl)CC1
Screen / compound no.,36,37,38,39,40
WRN helicase inh,12.7%,-0.1%[57.1 µM],-2.2%,0.5%,-24.6%
EPAC1 antagonist,-1.3%,7.2%,-2.0%,-18.8%,-22.0%
CCT chaperon mod,-1.6,2.1,-1.1,-0.5,-0.1
PI5P4Ka inh,-5.6,1.3,0.1,1.1,7.4
EPAC1 ag,-2.3%,6.5%,-0.7%,-1.5%,8.6%
EPAC2 ag,7.1%,-5.7%,-2.1%,3.7%,5.5%
IL2 activator,-0.2,1.1,-2.2,0.1,1.3
PLK1 PBD block,2.8%,0.6%,-7.6%,-0.1%,-9.9%

(41) CC(C)c1nnc(NC(=O)C2CCCO2)s1 (centres undefined)
(42) N#Cc1c(N)nc2c3c(sc(=N)c2c1N)NC(=O)CC3c1ccccc1Cl (centres undefined)
(43) Clc1cccc(OCCn2ccnc2)c1
(44) CC1(C)CC(N(Cc2cccs2)C(=O)c2ccco2)CCO1 (centres undefined)
(45) O=C(COC(=O)c1ccc[nH]c1=O)Nc1cc(S(=O)(=O)N2CCCCCC2)ccc1Cl
Screen / compound no.,41,42,43,44,45
WRN helicase inh,-2.7%,-0.4%,1.4%,0.9%,0.8%
EPAC1 antagonist,5.8%,22.7%,-19.0%,-1.1%,7.4%
CCT chaperon mod,-0.1,-3.2,0.1,-2.9,-0.3
PI5P4Ka inh,-13.2,-18.3,2.8,-3.2,-1.2
EPAC1 ag,-5.1%,5.9%,0.2%,3.0%,-3.9%
EPAC2 ag,4.6%,-1.1%,-2.2%,17.5%,7.6%
IL2 activator,-1.4,-2.2,0.2,-0.1,-3.0
PLK1 PBD block,?,-8.9%,15.5%,-11.0%,2.2%

(46) CC1(C)OC(=O)C(=C2CCCN2)C(=O)O1
(47) O=C(C1CCCCC1)N1CCN(S(=O)(=O)c2cccc([N+](=O)[O-])c2)CC1
(48) CCN(CC)CCCCCC(=O)Nc1ccccc1C(=O)Nc1ccccc1
(49) COC(=O)c1[nH]c2ccccc2c1NS(=O)(=O)c1ccc(F)c(C)c1
(50) COCCCn1cc(CN2CC(N3CCN(CCN(C)C)CC3)CS2(=O)=O)nn1 (centres undefined)
Screen / compound no.,46,47,48,49,50
WRN helicase inh,0.9%,1.2%,-15.2%,-7.6%,2.4%
EPAC1 antagonist,7.6%,7.5%,-0.2%,-11.4%,14.5%
CCT chaperon mod,-0.2,-3.3,-1.2,-1.0,1.3
PI5P4Ka inh,-6.5,-6.2,-19.2,-0.3,-2.8
EPAC1 ag,2.7%,-5.9%,6.2%,4.0%,-9.0%
EPAC2 ag,-19.3%,0.2%,-2.5%,11.8%,-4.0%
IL2 activator,-0.9,-0.4,0.7,-1.4,3.2
PLK1 PBD block,-4.4%,-5.6%,0.2%,-0.1%,-10.4%

# High-throughput results as filed in PubChem.

# An excerpt; rates above refer to the full screens.
